# Source: PubChem
# S1P1 ag-PAM = agonists and agonism potentiators of human S1P1 receptor | 56,000 compounds, 0.57% hits | S1P1 CRE-bla cells, forskolin, beta-lactamase FRET, potentiator mode; S1P1 agonist co-added at EC20, 2 nM; 100% = saturating reference agonist, 0% = basal | activation, % at 9.5 µM;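 active = activation above a cutoff set at the mean activation of all tested compounds plus 3 SD, cut at about 54% in these data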;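 note: forskolin at 4 µM as EC80 and the EC20 agonist is SEW2871; 100% = SEW2871 at its EC100 plus forskolin at EC80; some compounds past the cut are filed as inactive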
# HTR1E antagonist = 5-HT1E (human) receptor antagonism; P28566; CHO 5-HT1E Ga15 NFAT-bla reporter, FRET, antagonist; inhibition, % at 6 µM; 65,000 compounds, 0.99% hits;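 active = inhibition above a set limit, the mean inhibition across every tested compound plus 3 SD, cut at about 29% in these data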;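 note: signal is the 460 over 535 nm emission ratio of beta-lactamase substrate; 0% = agonist plus DMSO wells and 100% = wells without agonist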
# Target sequence (P28566 whole entry, looked up): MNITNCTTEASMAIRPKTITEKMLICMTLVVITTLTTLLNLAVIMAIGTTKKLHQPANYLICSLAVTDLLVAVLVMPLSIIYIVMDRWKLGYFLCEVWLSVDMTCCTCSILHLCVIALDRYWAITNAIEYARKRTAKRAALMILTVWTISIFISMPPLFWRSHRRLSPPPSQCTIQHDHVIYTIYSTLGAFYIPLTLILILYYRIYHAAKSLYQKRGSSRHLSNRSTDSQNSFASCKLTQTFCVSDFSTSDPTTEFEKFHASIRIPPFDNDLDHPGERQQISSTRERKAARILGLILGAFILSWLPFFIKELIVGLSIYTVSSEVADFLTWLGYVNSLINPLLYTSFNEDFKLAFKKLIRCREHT
# Jurkat viability = cytotoxicity toward Jurkat cells | Jurkat E6.1 viability, ATP luminescence, 48 h | inhibition, % at 4 µM | 56,000 compounds, 1.2% hits;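 active = inhibition above the mean inhibition of all tested compounds plus 3 SD, cut at about 28% in these data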
# M1 antagonist = M1 muscarinic receptor (rat) antagonism | P08482 | AID 628 | B-score at 10 µM | 64,000 compounds, 3.4% hits | CHO-M1 cells, Fluo-4 calcium, ACh EC80 antagonist mode; hits give low values;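 active = calcium fluorescence response, raw or row-and-column corrected B-score, differing from the plate sample mean either way at a set confidence level, mostly lower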
# M1 agonist = activates the M1 muscarinic receptor | B-score at 10 µM | CHO-M1 cells, Fluo-4 calcium fluorescence, agonist mode; hits give high values | 64,000 compounds, 3% hits;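 active = fluorescence rise, raw or as B-score row- and column-corrected plate score, outside the 99.7% band of its plate's samples, either direction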
# HEK293 NFkB inh = inhibitors of the PMA/ionomycin-induced NF-kB reporter in HEK293 cells. inhibition, % at 3 µM. 62,000 compounds, 0.21% hits. HEK-293 NF-kB luciferase reporter, luminescence;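 active = inhibition above the mean of all tested compounds plus 3 SD, cut at about 40% in these data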;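 note: 0% = stimulated DMSO wells and 100% = 10 µM reference inhibitor 5653914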
#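 Material: HEK-293 cells with stable firefly luciferase reporter driven by four HIV NF-kB elements / Also added: PMA plus ionomycin mix as NF-kB-activating stimulus / Compound dosing: 3 µM once, 0.30% DMSO / Times: 1 h pretreatment, 16 h stimulation, 37 °C / Signal: luminescence / Evaluation: per-plate % inhibition versus controls / Benchmarks: DMSO and 10 µM reference inhibitor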
# S1P3 agonist = activates the human S1P3 receptor; S1P3 NFAT-BLA reporter cells, agonism, FRET ratio; relative to 1 µM S1P, basal subtracted; activation, % at 4.5 µM; 60,000 compounds, 0.1% hits; AID 373;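 active = activation above the screen-wide mean plus 3 SD, cut at about 4.5% in these data, passing the limit was not always enough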; note: some compounds called inactive have numbers as strong as hits
# Target sequence (Q99500 whole entry, looked up): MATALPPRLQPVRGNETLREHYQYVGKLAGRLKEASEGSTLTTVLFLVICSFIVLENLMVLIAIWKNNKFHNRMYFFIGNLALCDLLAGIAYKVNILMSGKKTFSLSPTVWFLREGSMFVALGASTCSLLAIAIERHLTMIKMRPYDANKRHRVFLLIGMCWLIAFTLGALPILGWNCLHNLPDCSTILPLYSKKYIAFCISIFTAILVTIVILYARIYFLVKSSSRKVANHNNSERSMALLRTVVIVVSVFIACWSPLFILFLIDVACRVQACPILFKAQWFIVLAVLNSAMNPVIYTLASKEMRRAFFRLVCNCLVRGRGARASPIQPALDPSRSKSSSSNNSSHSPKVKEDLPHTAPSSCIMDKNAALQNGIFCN
#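 Benchmarks: high control 1 µM S1P / System: stable CHO line with human S1P3, Gα16, NFAT-BLA reporter / Dosing: single compound concentration, 4.5 µM final / Timing: 4 h compound at 37 °C, 2 h substrate at RT / Measured by: FRET β-lactamase substrate fluorescence, excitation 405 nm, 460/535 nm emission ratio, background-subtracted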
# 5HT1E ag = agonists of human 5-HT1E serotonin receptor. P28566. CHO 5-HT1E Ga15 NFAT-bla reporter, FRET; 0% DMSO wells, 100% control agonist wells. activation, % at 6 µM. 65,000 compounds, 0.69% hits;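 active = activation above a set limit, the screen-wide mean activation plus 3 SD, cut at about 8.5% in these data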;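 note: 100% = positive control agonist at 1 µM giving full maximal response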
# HER2 expr 66K = inhibitors of human Her2 kinase expression; SKBR-3 HER2 protein level, AlphaScreen, 18-24 h; hits give low values; HER2 level % of control, % at 10 µM; AID 645; 65,000 compounds, 0.69% hits;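 active = HER2 level under 5% of the carrier-only control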;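 note: 100% = DMSO carrier and 0% = 500 nM PU-H71 HSP90 inhibitor; lower value means stronger loss of Her2 protein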
# Active calls of the source: *; . = not tested or not shown. Compounds as they come; about 9.2% have a hit in one of these screens.
SMILES,S1P1 ag-PAM,HTR1E antagonist,Jurkat viability,M1 antagonist,M1 agonist,HEK293 NFkB inh,S1P3 agonist,5HT1E ag,HER2 expr 66K
COc1nc(N2CCCCCC2)nc(N2CCCCCC2)n1,3.4,-3.6,5.1,0.452,-0.199,21.1,-1.9,0.2,109.5
O=C(CN(CCO)c1ccccc1)NC12CC3CC(CC(C3)C1)C2,-35.4,-3.3,5.0,0.354,-0.168,13.8,0.2,1.0,107.8
CCCOC(=O)C1=C(C)NC2=C(C(=O)CCC2)C1c1cccs1 (centres undefined),-11.3,-15.4,-0.8,0.0162,0.682,12.1,0.0,0.7,76.3
CCOC(=O)c1c(NC(=O)C2CCN(S(=O)(=O)c3cccs3)CC2)sc(C)c1C,-45.4,-8.2,-2.1,0.191,0.0293,4.5,0.1,0.0,78.9
O=C(c1ccc(CNS(=O)(=O)c2cccc(C(F)(F)F)c2)cc1)N1CCOCC1,-40.1,0.0,-1.9,-0.925,0.296,17.3,-0.4,0.8,113.9
Cc1nnc(SCc2cc(=O)[nH]c(N3CCCCC3)n2)s1,-37.4,-7.5,1.2,-0.0724,-1.47,-2.2,-1.4,-1.0,107.2
CCCCOc1ccc(N2C(=O)CC(N(O)c3ccccc3)C2=O)cc1 (centres undefined),-25.4,34.4*,9.0,0.857,-0.369,6.5,-1.5,1.4,96.6
O=C(Nc1ccccc1N1CCN(C(=O)c2ccccc2)CC1)c1cc2ccccc2o1,.,11.9,-0.9,-0.00499,0,2.7,-0.6,-1.8,90.4
COc1ccc2cc3cc(C(=O)Nc4ccc5c(c4)OCCO5)oc3nc2c1,-10.6,-8.5,8.1,-0.0946,-1.05,20.6,0.8,1.6,62.8
O=C1c2ccccc2C2NC(=O)C3(CCCCC3)N12 (centres undefined),-1.0,-14.8,-6.3,0.287,0.484,16.1,-0.3,-0.9,120.2
CC1CCN(C(=O)CN2C(=O)C(=O)c3ccccc32)CC1,-1.9,-3.0,6.5,-0.74,-0.0155,12.8,0.1,1.0,83.9
CCCS(=O)(=O)N1CCN(C(=O)c2cccs2)CC1,-13.2,-6.6,-0.7,-0.278,-0.384,0.9,-1.4,1.2,72.7
CCOC(=O)c1cc(C)n(Cc2ccccc2)c1C,10.1,16.1,5.3,0.00347,0.0529,4.0,-1.5,-0.4,108.2
COCCNc1nc2c(c(=O)n(C)c(=O)n2C)n1Cc1cccc(C(F)(F)F)c1,25.3,2.6,.,0.126,0.397,.,-7.3,-1.1,108.6
O=C(CCn1c(=O)oc2ccccc21)NCc1ccco1,-14.7,-2.9,-4.5,-0.647,-0.998,6.6,-0.6,0.8,101.3
CS(=O)(=O)N1CCN(C(=O)c2ccncc2)CC1,-5.0,-10.0,-6.2,-0.634,0.704,10.6,0.6,-1.0,81.3
CC(C)[C@H](NC(=O)C1(c2ccccc2)CCN(C(=O)OC(C)(C)C)CC1)C(=O)O,14.6,3.1,1.6,0.408,0.352,4.1,-0.5,-0.8,92.7
CC(C)Sc1nc(SCC(=O)NCc2ccco2)c2c3c(sc2n1)COC(C)(C)C3,.,-8.1,.,-1.92*,0,4.2,.,-0.3,76.9
CCCCNC(=O)NS(=O)(=O)c1ccc(C(=O)OC(C)C)o1,-9.8,-5.1,-5.0,1.32,1.03,22.5,0.0,0.2,62.6
CCn1c(=O)cc(OCC(=O)NCCCN2CCC(C)CC2)c2ccccc21,-27.4,-3.6,-0.3,-0.947,0.358,0.9,-0.3,-0.3,93.3

# Reprinted from the part before: 7 compounds, then new ones.
SMILES,S1P1 ag-PAM,HTR1E antagonist,Jurkat viability,M1 antagonist,M1 agonist,HEK293 NFkB inh,S1P3 agonist,5HT1E ag,HER2 expr 66K
COCCNc1nc2c(c(=O)n(C)c(=O)n2C)n1Cc1cccc(C(F)(F)F)c1,25.3,2.6,.,0.126,0.397,.,-7.3,-1.1,108.6
O=C(CCn1c(=O)oc2ccccc21)NCc1ccco1,-14.7,-2.9,-4.5,-0.647,-0.998,6.6,-0.6,0.8,101.3
CS(=O)(=O)N1CCN(C(=O)c2ccncc2)CC1,-5.0,-10.0,-6.2,-0.634,0.704,10.6,0.6,-1.0,81.3
CC(C)[C@H](NC(=O)C1(c2ccccc2)CCN(C(=O)OC(C)(C)C)CC1)C(=O)O,14.6,3.1,1.6,0.408,0.352,4.1,-0.5,-0.8,92.7
CC(C)Sc1nc(SCC(=O)NCc2ccco2)c2c3c(sc2n1)COC(C)(C)C3,.,-8.1,.,-1.92*,0,4.2,.,-0.3,76.9
CCCCNC(=O)NS(=O)(=O)c1ccc(C(=O)OC(C)C)o1,-9.8,-5.1,-5.0,1.32,1.03,22.5,0.0,0.2,62.6
CCn1c(=O)cc(OCC(=O)NCCCN2CCC(C)CC2)c2ccccc21,-27.4,-3.6,-0.3,-0.947,0.358,0.9,-0.3,-0.3,93.3
COn1c(SCC(=O)N(C)C)nc2ccccc2c1=O,0.7,4.7,-6.7,0.178,-0.199,10.5,0.7,-0.2,60.1
CCOC(=O)N1CCc2c(sc3c2C(=O)NC(c2ccccc2)N3)C1 (centres undefined),0.1,5.2,-1.5,0.242,-1.04,-13.1,-0.8,3.6,127.8
Cc1nc2nc(SCC(N)=O)[nH]c2cc1Br,-19.2,15.5,-5.5,0.588,-0.658,0.4,-0.7,-0.1,87.4
O=C(COc1nsnc1N1CCOCC1)N1CCOCC1,-15.0,15.6,-7.5,-0.0185,-0.493,1.2,0.0,0.2,108.1
O=C(COc1ccccc1)NCCSc1ccccc1,.,-6.1,.,0.976,0.0687,5.8,.,-0.4,86.3
CN(C)CCCN1C(=O)CSC1c1ccccc1 (centres undefined),-8.3,13.7,-1.4,-0.524,0.93,9.4,0.2,0.0,99.1
Cn1cccc1Cc1nnc(SCC(=O)N2CCCCCC2)n1CCc1ccccc1,2.7,8.7,6.8,0.00649,0.339,26.6,-1.0,-0.1,47.8
COc1ccc(S(=O)(=O)N2CCCC(C(=O)Nc3cccnc3)C2)cc1Cl (centres undefined),.,-9.3,.,-0.243,5.78,2.3,.,-0.7,104.7
NC(=O)C1CCN(C(=O)CSCc2ccccc2Cl)CC1,-3.8,-5.6,-0.9,-0.509,1.15,3.0,-0.1,-0.8,75.9
CCN(CC)P(=O)(/C(Cl)=C\Nc1c(C)n(C)n(-c2ccccc2)c1=O)N(CC)CC,-6.2,-8.0,-6.3,0.316,-0.983,5.4,0.2,0.2,82.2
CC(C)OC(=O)CSc1nc2cccnc2n1C1CCCCC1,-26.8,6.9,0.6,0.208,0.157,-8.1,1.0,-0.4,87.6
CCCCn1nnc(NC(=O)c2ccco2)n1,-13.1,6.1,2.3,-0.0107,0,3.9,-0.9,-0.3,81.6
Fc1cccc(NCc2ccoc2)c1,0.6,18.8,-3.8,-0.547,0.0527,8.7,-0.9,0.3,90.8
CCOc1ccc2[nH]c(=O)c(CN(Cc3ccc(F)cc3)C(=O)N3CCCC3)cc2c1,-8.0,-2.5,7.6,0.237,0.00582,13.1,0.1,0.1,71.1
CCSC1=N/C(=C\c2ccc(C(=O)O)cc2)C(=O)S1,-14.2,7.5,4.3,0.665,0.0106,-4.4,-1.4,-0.7,108.3
CCC(C)[C@H](NC(=O)NC1CC1)C(=O)O (some centres undefined),-25.1,-3.6,-0.2,0.368,-0.122,15.8,-0.7,0.6,94.7
Cn1c(-c2ccccc2)cc2c3no[n+]([O-])c3ccc21,37.6,34.1*,78.0*,0.139,0.182,17.8,-2.4,-0.2,35.6
CCOC(=O)c1sc(C)c2c(=O)n(CC)nnc12,-23.5,-2.8,4.3,0.52,0.262,17.2,-0.5,1.4,94.6
COc1ccccc1NC(=O)COc1ccc(/C=N/n2cnnc2)cc1OC,2.7,3.6,0.3,0.204,0.0388,6.8,0.7,-1.1,101.5
Cc1cccc(C)c1NC(=O)Cn1c(=O)n(CCCC(=O)NCc2ccco2)c(=O)c2sccc21,-2.2,3.0,-3.1,2.06,0.271,11.7,0.5,-1.1,92.5

# Next section (2 carried over from the part before).
SMILES,S1P1 ag-PAM,HTR1E antagonist,Jurkat viability,M1 antagonist,M1 agonist,HEK293 NFkB inh,S1P3 agonist,5HT1E ag,HER2 expr 66K
COc1ccccc1NC(=O)COc1ccc(/C=N/n2cnnc2)cc1OC,2.7,3.6,0.3,0.204,0.0388,6.8,0.7,-1.1,101.5
Cc1cccc(C)c1NC(=O)Cn1c(=O)n(CCCC(=O)NCc2ccco2)c(=O)c2sccc21,-2.2,3.0,-3.1,2.06,0.271,11.7,0.5,-1.1,92.5
Cc1c(NC(=O)CSc2ccc3c(c2)OCCO3)c(=O)n(-c2ccccc2)n1C,8.4,5.0,-0.7,0.179,-0.532,4.0,0.3,-0.1,94.6
CCN(CCCNC(=O)CN(C)S(=O)(=O)c1cccc2nsnc12)c1cccc(C)c1,2.2,3.6,2.7,-0.358,-0.265,11.0,0.2,0.3,88.6
Cn1c(SCC(=O)N2CCCCCC2)nc2c([nH]c3ccccc32)c1=O,.,-0.3,.,-2.34,0.276,6.0,.,0.4,50.6
O=C(Nc1ccc(F)cc1)C1CCCN(S(=O)(=O)c2cccc3cccnc23)C1 (centres undefined),-11.4,4.8,3.8,0.775,1.14,9.5,0.2,-0.5,96.8
CCOC(=O)CNC(=O)Cn1cnc2sc(C)c(S(=O)(=O)N3CCC(C)CC3)c2c1=O,.,-3.5,.,0.326,0.153,9.0,.,0.9,93.7
CC(NC(=O)COc1cc(=O)n(C)c2ccccc12)c1ccc2c(c1)OCCO2 (centres undefined),-33.7,-0.6,-8.0,0.0393,0.837,-3.3,-0.7,-0.5,130.2
COc1ccc(CNc2nc(NCc3ccc(OC)cc3)n(S(C)(=O)=O)n2)cc1,.,-0.6,-4.7,0.0131,0.0162,19.2,-0.4,1.1,.
O=C(Nc1ccccc1C(=O)NCc1cccnc1)c1ccco1,.,11.6,.,1.68,2.61,24.3,.,-0.3,72.5
O=C(Nc1ccc2c(c1)nc1n2CCSC1)c1ccco1,3.1,-7.8,8.0,-0.0638,-1.33,15.3,-1.0,-0.1,78.9
CCOC(=O)/C=C1\CC(=O)Nc2nonc2N1,-8.0,4.7,9.3,0.319,-0.264,7.7,-1.4,-1.4,94.5
CC1(C)Cc2c(C#N)c(SCCOc3ccccc3)nc(N3CCOCC3)c2CO1,5.5,12.2,.,-0.327,4.13*,.,-4.1,-0.6,61.2
COc1cccc(N2CCN(C(=O)NC3CCCCC3)CC2)c1,.,0.7,-4.6,0.71,0.758,22.5,-0.8,-1.4,77.2
